# TAG inh – inhibitors of triacylglycerol accumulation, primary screen, cell-based, uHTS, fluorescence, H9c2; H9c2 cells, Nile Red lipid (TAG) fluorescence; cells loaded with 200 µM oleic acid; inhibition, % at 12.5 µM; 230,000 tested, 0.66% active; AID 651582, 2012;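 active = pattern-corrected inhibition of lipid staining of at least 50% with the nuclear-stain viability signal not falling by more than 50%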;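 note: 0% = DMSO wells and 100% = triacsin C control wells; some results filed as inactive read as strong as hits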
# TAG inh DAPI viability – recorded beside TAG inh, whose call it bears; DAPI nuclei signal change (viability), lower = more cytotoxic, %;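 whole-well DAPI fluorescence read on a plate reader as a viability signal; minus 50 percent equals half of cells still viable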
# Active calls of the source: *. Not all compounds are listed; the hit share may differ from the screen's.
item	canonical_smiles	TAG inh	TAG inh DAPI viability
1	O=S1(=O)CCN(C2CCCCCC2)CC1	17	2
2	Cn1nnc2c[n+](CC(=O)c3ccc(Cl)cc3)cc(Br)c21	59*	-29*
3	CCc1nc2c(OCc3ccc(C(=O)N(C)C)cc3)cccn2c1N(C)C(=O)c1ccc(C)cc1	1	-8
4	O=C(O)CN1CCCCC1	12	-5
5	CCOC(=O)C1(NC(=O)C2(NC(=O)CN3C(=O)c4ccccc4C3=O)CCCC2)CCCC1	-22	6
6	O=C(COc1ccccc1)NCC(=O)N/N=C/c1ccccc1	6	3
7	CC1(C(=O)Nc2ccc(F)cc2F)CCN1C(=O)Cc1ccc(Cl)cc1Cl (stereo unspecified)	-27	-2
8	Cc1cccc(C(=O)NNC(=O)c2ccc(NS(=O)(=O)c3cccs3)cc2)c1C	-2	4
9	CC(C)(Oc1ccc(Cl)cc1)C(=O)NCC(c1cccs1)N1CCOCC1 (stereo unspecified)	-1	12
10	Nc1nc2n(n1)C(=O)CC(c1ccccc1)N2 (stereo unspecified)	-18	5
11	Cc1ccccc1-c1nc(CSc2nc3c(c(=O)[nH]2)CCC3)c(C)o1	3	15
12	COc1ccc(S(=O)(=O)N2CCCCC2)cc1NC(=O)CCCOc1ccccc1	-8	6
13	COc1ccc(-c2csc(C(O)c3ccc(F)cc3)n2)cn1 (stereo unspecified)	-17	0
14	COc1c(C(=O)N2CCCC2)ccc2ccccc12	-5	1
15	O=C1c2sccc2-c2cccc3cccc1c23	6	7
16	NC(=O)c1ccc(=O)n(C2OC(CO)C(O)C2O)c1 (stereo unspecified)	1	-6
17	Cc1c(C(=O)OCC(=O)NCc2ccc3c(c2)OCO3)cccc1[N+](=O)[O-]	-5	11
18	O=S1(=O)[C@H]2C[C@@H]3C=C[C@@]2(CN1Cc1ccc(Cl)cc1)O3	-8	2
19	C/C(N)=C(/C#N)C(=O)CSc1ccc2c(c1)OCCO2	-3	-6
20	O=C(NCc1ccc2c(c1)OCO2)C1CCCN(S(=O)(=O)c2cccnc2)C1 (stereo unspecified)	16	-4
21	Cc1ccc(C(=O)N/C(=C\c2cccs2)C(=O)N2CCCCCC2)cc1	12	-17
22	CCN1C[C@@H]2[C@@H]3C(=O)N(C)C(=O)[C@@H]3[C@](C)(C1=O)N2C(=O)c1ccc(F)cc1	-7	-5
23	CCSCc1nnc(SCC(=O)Nc2cccc(C(C)=O)c2)n1C	1	2
24	O=C(NCCN1C(=O)S/C(=C\c2ccccc2F)C1=O)C1CC(=O)N(Cc2ccccc2)C1 (stereo unspecified)	5	-5
25	CCOc1ccc(NC(=O)CN(C)C(=O)c2ccc3nc(CC)c(CC)nc3c2)cc1OCC	11	-8

# Reprinted from the part before: six compounds; new compounds follow.
item	canonical_smiles	TAG inh	TAG inh DAPI viability
20	O=C(NCc1ccc2c(c1)OCO2)C1CCCN(S(=O)(=O)c2cccnc2)C1 (stereo unspecified)	16	-4
21	Cc1ccc(C(=O)N/C(=C\c2cccs2)C(=O)N2CCCCCC2)cc1	12	-17
22	CCN1C[C@@H]2[C@@H]3C(=O)N(C)C(=O)[C@@H]3[C@](C)(C1=O)N2C(=O)c1ccc(F)cc1	-7	-5
23	CCSCc1nnc(SCC(=O)Nc2cccc(C(C)=O)c2)n1C	1	2
24	O=C(NCCN1C(=O)S/C(=C\c2ccccc2F)C1=O)C1CC(=O)N(Cc2ccccc2)C1 (stereo unspecified)	5	-5
25	CCOc1ccc(NC(=O)CN(C)C(=O)c2ccc3nc(CC)c(CC)nc3c2)cc1OCC	11	-8
26	CSc1cccc(NC(=O)c2cnccn2)c1	0	0
27	CCCC(=O)N(c1ccc2oc(=O)sc2c1)S(=O)(=O)c1ccccc1	-4	-2
28	CC(OC(=O)CCc1c[nH]c2ccccc12)C(=O)c1ccccc1 (stereo unspecified)	-5	-6
29	O=C(CN1CCN(S(=O)(=O)c2ccc(Br)cc2)CC1)N/N=C/c1ccc(Br)s1	-6	-1
30	O=C(N/N=C/c1ccccc1C(=O)O)C(=O)N1CCCCC1	6	-8
31	O=S(=O)(Nc1ccc(Cl)c(Cl)c1)N1CCOCC1	4	5
32	CC(O)c1ccc2c(c1)OCCOCCN(C)CCOCCO2 (stereo unspecified)	-8	4
33	O=C(CSc1cccc[n+]1[O-])Nc1ccccc1Oc1ccccc1	71	-51
34	NC(=O)c1cc(-c2ccccc2)nc2ccc(Br)cc12	-2	-5
35	CC1CCN(S(=O)(=O)c2ccc3c(c2)N(CC(=O)NCc2cccnc2)C(=O)CS3)CC1	6	-8
36	CC(Sc1ccc(S(=O)(=O)N2CCCCC2)cn1)C(N)=O (stereo unspecified)	-11	17
37	COc1ccc2nc3sc(C(=O)N4CCN(C)CC4)cc3cc2c1	7	13
38	COCCN1C[C@@H](CO)O[C@@H](n2cnc3c(NC4CCCC4)ncnc32)C1	0	2
39	O=C1N(Cc2ccc3c(c2)OCO3)c2ccccc2C1(O)c1c[nH]c2ccccc12 (stereo unspecified)	28	-4
40	Cc1cccc(C(=O)NNC(=O)c2ccc(NC(=O)C(C)(C)C)cc2)c1	-13	4
41	CCOc1ccc(C(C)NC(=O)Nc2ccc(F)cc2F)cc1 (stereo unspecified)	-17	2
42	Clc1ccccc1OCCCn1ccnc1	-6	0
43	O=C(CSc1nnc(-c2ccc3c(c2)OCO3)o1)Nc1ncc(Cl)cc1Cl	9	4
44	CC(Oc1ccccc1)C(=O)NNC(=O)c1cccs1 (stereo unspecified)	-1	-3
45	COc1ccc(CC(=O)N[C@@H]2c3ccccc3CC[C@@H]2OCc2ccccc2)cc1	4	-11
46	Nc1c(NCc2ccccc2)c(=O)c1=O	-5	1
47	O=C1CCN(Cc2nc(-c3ccc(Cl)cc3)no2)CCN1	0	-6
48	CCCC(=O)N/C(N)=N/c1nc(C)c2ccccc2n1	-10	2
49	O=C(Nc1ccc(S(=O)(=O)Nc2ncccn2)cc1)C12CC3CC(CC(Cl)(C3)C1)C2	-6	0
50	CCc1ccc(NC(=O)C2(C)Cc3ccccc3C(=O)O2)cc1 (stereo unspecified)	-5	-5

# In a second layout: entries from further up.
17	Cc1c(C(=O)OCC(=O)NCc2ccc3c(c2)OCO3)cccc1[N+](=O)[O-]
13	COc1ccc(-c2csc(C(O)c3ccc(F)cc3)n2)cn1 (stereo unspecified)
compound no.,17,13
TAG inh,-5,-17
TAG inh DAPI viability,11,0

# (continued)
item	canonical_smiles	TAG inh	TAG inh DAPI viability
51	C=CCN1C(=NC(=O)CCC(=O)O)SC2CS(=O)(=O)CC21 (stereo unspecified)	2	-6
52	O=C(COC(=O)c1n[nH]c(=O)c2ccccc12)c1ccccc1	20	-28
53	CNC(=O)CN(c1ccc(C23CC4CC(CC(C4)C2)C3)cc1)S(C)(=O)=O	21	3
54	COc1ccccc1NC1=C(Cl)C(=O)OC1OC(=O)c1ccco1 (stereo unspecified)	19	0
55	COc1ccc(C=NNC(=O)c2ccccc2NS(=O)(=O)c2cccs2)cc1O	1	-10
56	Cc1ccc(OCc2nc(-c3ccccn3)no2)c(Br)c1	-3	0
57	CCCCCCCNC1=CC(=O)CC(c2ccco2)C1 (stereo unspecified)	-37	-3
58	Cc1ccc(NC(=O)CSc2cccc[n+]2[O-])c([N+](=O)[O-])c1	-7	0
59	O=C(COC(=O)c1ccc(Cl)cc1Cl)Nc1cccc(S(=O)(=O)NC2=NCCC2)c1	-10	-2
60	O=C(NCCCN1CCOCC1)C1CC(=O)N(CCc2ccccc2)C1 (stereo unspecified)	-1	5
61	Cc1ccc(-c2[nH]ncc2/C=C(\C#N)C(=O)NC2CCCCC2)cc1	19	-5
62	Cn1cnnc1Sc1cc(N2CCN(S(=O)(=O)c3ccc(Cl)c(Cl)c3)CC2)ccc1[N+](=O)[O-]	31	-8
63	CSc1ccccc1NC(=O)CN1CC(C)OC(C)C1 (stereo unspecified)	-3	8
64	CCCCn1c(CCl)nc2cc(S(=O)(=O)N3CCOCC3)ccc21	18	-6
65	COCCN1CCn2c(nc3cc([N+](=O)[O-])ccc32)C1	6	11
66	O=C(COC(=O)Cc1cn2ccsc2n1)NCc1ccc2c(c1)OCO2	-4	7
67	CCN(CC)S(=O)(=O)c1cc(NC(=O)CNc2c(C)n(C)n(-c3ccccc3)c2=O)ccc1C	3	-11
68	CN1CCN(c2ccccc2NC(=O)Cc2cn(C)c3ccccc23)CC1	-7	-2
69	Cc1noc(C)c1C(=O)Nc1sccc1C(N)=O	14	-9
70	CSc1ccc(C2CC(=O)Nc3nc(SC)[nH]c(=O)c32)cc1 (stereo unspecified)	4	10
71	Cn1cccc1C(=O)NC(=O)CSc1nc2ccccc2s1	8	1
72	CN(C)Cc1nc2ccccc2c(=O)n1Cc1nc(C(C)(C)C)cs1	-34	13
73	CC(C)C[C@H](NC(=O)OC(C)(C)C)C(=O)N[C@@H](CO)[C@H](O)[C@@H]1C[C@@H]1C(=O)NC1CC1	-14	-2
74	CC(C)CCN1CCN(Cc2cccn2-c2nccs2)CC1CCO (stereo unspecified)	-6	9
75	O=C(CSc1ccsc1[N+](=O)[O-])NCCc1ccc(Cl)cc1	-7	-13
76	Cn1ccsc1=NC(=O)c1ccc([N+](=O)[O-])o1	45	-29
77	CCOC(=O)CNc1ccc(OC(F)(F)F)cc1	-5	1
78	Cc1ccc2[nH]c(=O)c(CN(CCCN3CCOCC3)C(=O)Nc3ccc(Cl)cc3)cc2c1	-18	30
79	COc1ccccc1-n1nc(C(=O)Nc2ccc3c(c2)OCO3)c2ccccc2c1=O	11	1
80	CCS(=O)(=O)N1Cc2ccccc2CC1C(=O)Nc1nc2ccccc2[nH]1 (stereo unspecified)	-9	4
81	CCOC(=O)CSc1nc(-c2ccc(OC)cc2)ns1	9	4
82	COCc1nnc(NC(=O)CCc2ccccc2)s1	9	-14
83	O=C(O)c1ccc(Cl)c(S(=O)(=O)Nc2ccccc2N2CCOCC2)c1	4	-8
84	CC(NCC(=O)Nc1ccccc1C(=O)NC1CC1)c1ccc(F)cc1F (stereo unspecified)	-98	-4
85	Cc1[nH]n(-c2ccccc2)c(=O)c1N=Nc1cccc(C(=O)O)c1	-4	4
86	COc1cccc(C2CC(c3ccccc3)Nc3nc(N)nn32)c1 (stereo unspecified)	14	1
87	CCCCC(c1nnnn1CCOC)N1CCN(Cc2ccccc2)CC1 (stereo unspecified)	-22	-6
88	O=C(NCc1ccc(F)cc1)C1Cc2ccccc2CN1C(=O)c1ccco1 (stereo unspecified)	1	1
89	O=C(CCN1CCN(c2ccccc2)CC1)NNC(=O)Cc1ccc(Br)cc1	1	-3
90	Nc1ccccc1SCc1cn2cccnc2n1	-3	-4
91	O=C(COc1ccc(S(=O)(=O)N2CCCC2)cc1[N+](=O)[O-])N1CCCC1	5	1
92	CC(C)(C)OC(=O)N1CCC[C@H]1c1nnc(SCC(=O)Nc2ccc(Br)cc2)o1	-11	-4
93	COc1cc(/C=N/NC(=O)c2nc3ccccn3c2C)cc(OC)c1O	3	-5
94	Oc1ccc(Nc2nc(NCC3CCCO3)c3ccccc3n2)cc1 (stereo unspecified)	50*	-8.5*
95	CCCNC(=O)N(CCOC)CC1CCCN(C2Cc3ccccc3C2)C1 (stereo unspecified)	15	-10
96	Cc1onc(-c2ccc3c(c2)OCO3)c1-c1ccc2[nH]ccc2c1	-46	-3
97	CCCS(=O)(=O)NC(=O)C1(C)CCN(C(=O)c2ccccc2OC(C)=O)C1 (stereo unspecified)	1	6
98	COc1cccc(OCCCCSc2ncccn2)c1	-14	14
99	Cn1c(=O)n(C)c2cc(CN3C(=O)OC(C)(C)C3(C)O)ccc21 (stereo unspecified)	11	3
100	Cc1ccc(/C=N/NC(=O)c2ccc3c(c2)OCCO3)s1	9	-1

# New compounds follow.
item	canonical_smiles	TAG inh	TAG inh DAPI viability
101	CCc1ccc(C(=O)COC(=O)c2ccccc2OC)cc1	-16	-2
102	CCc1ccc(-n2c(C)n[nH]c2=S)cc1	-9	4
103	O=C(NCc1ccco1)C1CCCN(S(=O)(=O)c2cnc[nH]2)C1 (stereo unspecified)	1	3
104	CCCC(=O)NC(c1cccc([N+](=O)[O-])c1)c1ccc2cccnc2c1O (stereo unspecified)	42	-40
105	O=C1c2ccccc2C(=O)C1c1ccncc1	-5	3
106	OCC[C@@H]1C[C@@H](O)[C@H](O)[C@@]2(CCCc3ccccc3O2)O1	16	-4
107	CCn1nnnc1SCC(=O)c1cccc(OC)c1	8	-12
108	Cc1cc(C(=O)N2CCc3ccccc32)c2ccccc2n1	-27	-12
109	CC1CN(C(=O)COC(=O)c2cncc(Br)c2)CC(C)O1 (stereo unspecified)	6	6
110	CCCn1c(=O)[nH]c(=O)c2c1nc(-c1ccc3c(c1)OCCO3)n2CCN1CCOCC1	-7	2
111	Cc1ccc2c(c1)N(C(=O)CCC(=O)NCc1ccccn1)CC(C)O2 (stereo unspecified)	3	-4
112	COc1ccc2[nH]c3c(c2c1)CCN1C(=O)C(CC(=O)NCCN2CCOCC2)C[C@H](C(=O)N2CCCCC2)[C@@]31C (stereo partly specified)	-1	-6
113	CCN(CC)C(=O)C1=C(C)N(CCCOC)C(=O)C(CC(=O)NC(c2ccccc2)c2ccccc2)C1 (stereo unspecified)	11	0
114	CC1(C)Cc2c(cnn2-c2cccc(F)c2)C(NC(=O)CSc2ccncc2)C1 (stereo unspecified)	-2	4
115	CCC(C)(C)n1nnnc1C(c1ccc(F)cc1)N1CCC(C(N)=O)CC1 (stereo unspecified)	3	0
116	N#Cc1c(C(F)(F)F)cc(-c2ccc(F)cc2)nc1SCC(=O)O	-5	5
117	CC(C)(O)C#Cc1ccc(C(=O)N2CCC(C(N)=O)(N3CCCCC3)CC2)cc1	13	3
118	Cc1onc(-c2ccccc2)c1C(=O)N1CCN(c2ccccn2)CC1	-48	-7
119	O=C(CCNS(=O)(=O)c1cccc2nsnc12)N1CCN(c2ccccn2)CC1	-38	13
120	COc1ccc(NC(=O)N(C)C[C@@H]2Oc3cc(C#CCN(C)C)ccc3S(=O)(=O)N([C@H](C)CO)C[C@H]2C)cc1	5	0

# Quoted from the listing:
# Result for compound 107 under TAG inh: 8
# Result for compound 6 under TAG inh DAPI viability: 3
# Result for compound 1 under TAG inh DAPI viability: 2
# Result for compound 72 under TAG inh: -34
# Result for compound 36 under TAG inh DAPI viability: 17
# Result for compound 9 under TAG inh: -1
# Result for compound 16 under TAG inh DAPI viability: -6
